Screening data (PubChem)
inhibitors of VEEV: inhibitors of VEEV TC-83 cytopathic effect, confirmation, Vero cells (AID 588727); Vero cells, VEEV TC-83 cytopathic effect inhibition; higher % means a stronger effect; 0.13% of 350,000 active; one-dose inhibition, % at 20 µM; IC50 in µM for titrated hits; in the data active means a potency from the dose series; inconclusive means inhibition mostly from about 14% at the one dose, without a potency; inactive means the rest, 99 in 100 with inhibition below about 12%; further: strong numbers were not always called active
H1N1 NS1A inhibition: NS1A inhibition, H1N1 influenza, cell based functional assay (AID 504329) | NS1A functional cell-based assay, percent inhibition; higher % means a stronger effect | inhibition, % at 12.5 µM; hits with a dose series show IC50 in µM | 0.3% of 340,000 active; in the data active means a potency from the dose series; inconclusive means inhibition above about 27% without an active follow-up result; further: strong numbers were not always called active
M. tuberculosis HTS: M. tuberculosis growth inhibition, HTS (AID 449762). inhibition, % at 25 µM, or IC50 in µM where a hit was titrated. M. tuberculosis H37Rv growth inhibition, 7H9 media; higher % means a stronger effect. 0.59% of 330,000 active; in the data active means a potency from the dose series; inconclusive means inhibition above about 70% without an active follow-up result;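 further: bacterial growth assessed after seven days of incubation; strong numbers were not always called active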
Salmonella PhoP GFP: Inhibition of PhoP regulon, Salmonella typhi GFP reporter cells, confirmation, 4 h (AID 1850); Salmonella Typhi PhoP-promoter GFP reporter, fluorescence, 4 h; higher % means a stronger effect; inhibition, % at 50 µM, or IC50 in µM where a hit was titrated; 0.33% of 310,000 active; in the data active means a potency from the dose series; inconclusive means inhibition mostly from about 25% at the one dose, without a potency; inactive means the rest, 99 in 100 with inhibition below about 19%;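 further: 0% = induced wells with vehicle and 100% = uninduced wells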
M. tuberculosis: growth inhibition of non-replicating M. tuberculosis (AID 488890); Mycobacterium tuberculosis non-replicating, growth inhibition; higher % means a stronger effect; inhibition, % at 25 µM, or IC50 in µM where a hit was titrated; 0.39% of 320,000 active; in the data active means a potency from the dose series; inconclusive means inhibition mostly from about 82% at the one dose, without a potency; inactive means the rest, 99 in 100 with inhibition below about 76%;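 further: plate controls were DMSO cells for no effect and high antibiotic wells for full effect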
inhibitors of VEEV 10K pilot screen: recorded beside inhibitors of VEEV, whose call it bears; inhibition, %; measured here: 10K pilot screen inhibition
An asterisk follows results filed as active; i = inactive; ? = inconclusive; / = not tested or not shown.

SMILES	inhibitors of VEEV	H1N1 NS1A inhibition	M. tuberculosis HTS	Salmonella PhoP GFP	M. tuberculosis	others
CCN(C(=O)CN1C(=O)S/C(=C\c2ccc(Cl)cc2)C1=O)C1CCS(=O)(=O)C1 (stereo unspecified)	1.9%	3%	10%	-1%	11%
O=C(N=C1SC2CS(=O)(=O)CC2N1c1ccc(F)cc1)C1CCCCC1 (stereo unspecified)	1.4%	-2%	9%	9%	-5%
O=C1C(=O)N(CCCN2CCOCC2)C(c2ccc(Cl)cc2)/C1=C(\O)c1ccc2c(c1)OCCO2 (stereo unspecified)	9.6%	6%	-6%	0%	6%
S=c1[nH]nc(-c2ccncc2)n1/N=C/c1cn(-c2ccccc2)nc1-c1ccccc1	4.3%	/	2%	16%	-14%
Cc1ccc(N2CS(=O)(=O)/C(=C/N(C)C)C2=O)cc1	0.6%	-3%	-10%	-2%	-4%
CC(C)C(NC(=O)Cc1ccccc1)C(=O)N1CCN(c2cccc(Cl)c2)CC1 (stereo unspecified)	5.6%	2%	0%	/	33%
COc1cc(/C=C2\SC(c3ccc(C)cc3)=NC2=O)cc(OC)c1OC	i	-9%	-6%	-30%	17%
Cn1c(=O)oc2cc(S(=O)(=O)NC3CCN(Cc4ccccc4)CC3)ccc21	0.2%	-11%	-1%	9%	-7%
O=S(=O)(c1ccc(Cl)nc1)N1CCCc2ccccc21	0.9%	-7%	5%	-8%	5%
COc1ccc(-n2c(-c3ccc(Br)cc3)c[n+]3c2CCC3)cc1	i	-13%	17%	8%	-3%
CN1C(=O)/C(=C/c2ccco2)SC1=Nc1cccc(C(=O)O)c1	1.5%	-4%	-6%	14%	-16%
O=C1c2ccc(-c3ccc(F)cc3OCc3ccccc3)cc2S(=O)(=O)c2cccc(C(=O)N3CCCC3)c21	7.8%	6%	-1%	/	24%
Cc1ccc(-c2cc(C(=O)NCCCN3CCOCC3)c3ccccc3n2)cc1	9.1%	-2%	2%	-2%	7%
N#CC1=C(N)OC(c2ccccc2)=C(C#N)C1c1ccc2c(c1)OCO2 (stereo unspecified)	i	-11%	-1%	7%	70%
CC1CN(Cc2ccccc2)C(=S)N(c2ccccc2)C1=O (stereo unspecified)	i	-3%	/	/	/
NC(=O)c1ccc(-n2nnnc2SCC(=O)Nc2ccccc2F)cc1	0.7%	1%	9%	-10%	-5%
OCC1CCCCN1CC(O)COC(c1ccc(F)cc1)c1ccc(F)cc1 (stereo unspecified)	i	-3%	5%	-26%	5%
COc1ccc(OCC(=O)Nc2c(C(=O)N(CCN(C)C)Cc3ccco3)oc3ccccc23)cc1	10%	13%	25µM*	-19%	77%
O=C(/C=N/O)NCCCN1CCOCC1	0.8%	-7%	-10%	-8%	-25%
CCN1CCN(C(=O)COCc2cc(-c3ccc4c(c3)OCO4)on2)CC1	i	-1%	-5%	4%	15%
Cc1noc(C)c1S(=O)(=O)Nc1ccc2c(c1)C(=O)N([C@H](C)CO)C[C@@H](C)[C@@H](CN(C)Cc1ccc3c(c1)OCO3)O2	i	0%	2%	/	39%
COc1cc(/C=C/C(=O)NC(=O)c2ccccc2O)ccc1O	10%	-13%	-1%	-1%	39%
O=C(OCc1nnc(-c2ccc(Cl)cc2)o1)c1ccncc1	2.2%	5%	-11%	9%	9%
Cc1ccc(S(=O)(=O)NCC(=O)NCC(=O)NCCc2ccccc2F)cc1C	1.1%	4%	-9%	/	-3%

Copied from the results shown, 21 compounds:
SMILES	inhibitors of VEEV	H1N1 NS1A inhibition	M. tuberculosis HTS	Salmonella PhoP GFP	M. tuberculosis	others
S=c1[nH]nc(-c2ccncc2)n1/N=C/c1cn(-c2ccccc2)nc1-c1ccccc1	4.3%	/	2%	16%	-14%
Cc1ccc(N2CS(=O)(=O)/C(=C/N(C)C)C2=O)cc1	0.6%	-3%	-10%	-2%	-4%
CC(C)C(NC(=O)Cc1ccccc1)C(=O)N1CCN(c2cccc(Cl)c2)CC1 (stereo unspecified)	5.6%	2%	0%	/	33%
COc1cc(/C=C2\SC(c3ccc(C)cc3)=NC2=O)cc(OC)c1OC	i	-9%	-6%	-30%	17%
Cn1c(=O)oc2cc(S(=O)(=O)NC3CCN(Cc4ccccc4)CC3)ccc21	0.2%	-11%	-1%	9%	-7%
O=S(=O)(c1ccc(Cl)nc1)N1CCCc2ccccc21	0.9%	-7%	5%	-8%	5%
COc1ccc(-n2c(-c3ccc(Br)cc3)c[n+]3c2CCC3)cc1	i	-13%	17%	8%	-3%
CN1C(=O)/C(=C/c2ccco2)SC1=Nc1cccc(C(=O)O)c1	1.5%	-4%	-6%	14%	-16%
O=C1c2ccc(-c3ccc(F)cc3OCc3ccccc3)cc2S(=O)(=O)c2cccc(C(=O)N3CCCC3)c21	7.8%	6%	-1%	/	24%
Cc1ccc(-c2cc(C(=O)NCCCN3CCOCC3)c3ccccc3n2)cc1	9.1%	-2%	2%	-2%	7%
N#CC1=C(N)OC(c2ccccc2)=C(C#N)C1c1ccc2c(c1)OCO2 (stereo unspecified)	i	-11%	-1%	7%	70%
CC1CN(Cc2ccccc2)C(=S)N(c2ccccc2)C1=O (stereo unspecified)	i	-3%	/	/	/
NC(=O)c1ccc(-n2nnnc2SCC(=O)Nc2ccccc2F)cc1	0.7%	1%	9%	-10%	-5%
OCC1CCCCN1CC(O)COC(c1ccc(F)cc1)c1ccc(F)cc1 (stereo unspecified)	i	-3%	5%	-26%	5%
COc1ccc(OCC(=O)Nc2c(C(=O)N(CCN(C)C)Cc3ccco3)oc3ccccc23)cc1	10%	13%	25µM*	-19%	77%
O=C(/C=N/O)NCCCN1CCOCC1	0.8%	-7%	-10%	-8%	-25%
CCN1CCN(C(=O)COCc2cc(-c3ccc4c(c3)OCO4)on2)CC1	i	-1%	-5%	4%	15%
Cc1noc(C)c1S(=O)(=O)Nc1ccc2c(c1)C(=O)N([C@H](C)CO)C[C@@H](C)[C@@H](CN(C)Cc1ccc3c(c1)OCO3)O2	i	0%	2%	/	39%
COc1cc(/C=C/C(=O)NC(=O)c2ccccc2O)ccc1O	10%	-13%	-1%	-1%	39%
O=C(OCc1nnc(-c2ccc(Cl)cc2)o1)c1ccncc1	2.2%	5%	-11%	9%	9%
Cc1ccc(S(=O)(=O)NCC(=O)NCC(=O)NCCc2ccccc2F)cc1C	1.1%	4%	-9%	/	-3%

Going on with the list:
SMILES	inhibitors of VEEV	H1N1 NS1A inhibition	M. tuberculosis HTS	Salmonella PhoP GFP	M. tuberculosis	others
Cc1cccc(OCCCCn2c(CO)nc3ccccc32)c1	1.1%	-12%	46%	2%	17%
Cc1c(C=O)c2ccccc2n1CCOc1ccccc1F	0.2%	-2%	0%	-1%	61%
CC(=O)N1CCC(C(=O)NCCOc2cccc(C)c2)CC1	i	-16%	6%	12%	0%
Cc1ccccc1-c1ccc(Nc2ccc(N3CCOCC3)cc2)nn1	i	20%	?	-2%	72%
O=C(O)c1cc(S(=O)(=O)O)ccc1O	0.6%	-5%	8%	8%	7%
Cc1ccc(NC(=O)CCn2nc([N+](=O)[O-])cc2C)nc1	i	-3%	12%	9%	-6%
Nc1cc(F)ccc1N1CCCCCC1	0.4%	-3%	-3%	1%	58%
CC(Sc1nnc2n1CCCCC2)C(=O)Nc1ccccc1[N+](=O)[O-] (stereo unspecified)	0.3%	-4%	3%	/	9%
COc1ccc(NC(=S)NCCc2c[nH]c3ccccc23)cc1	1.0%	4%	3%	0%	47%
CC1Cc2cc(/C(O)=C3/C(=O)C(=O)N(CCCn4ccnc4)C3c3ccc(F)cc3)ccc2O1 (stereo unspecified)	i	4%	4%	2%	6%
FC(F)(F)c1cnc(NNC(=S)Nc2ccccc2Cl)c(Cl)c1	1.6%	-5%	-4%	-8%	17%
O=C(COC(=O)c1cccnc1Cl)NCc1ccc(F)cc1	1.7%	-5%	4%	/	-8%
COC(=O)COc1ccc(S(=O)(=O)NCCC2=CCCCC2)cc1Cl	2.8%	7%	0%	4%	?
Cc1cc(C(=O)NNC(=O)c2ccc(C(F)(F)F)cc2)no1	2.4%	0%	-3%	-5%	-24%
N#C/C(C(N)=O)=C1/SC(Cc2ccc(F)cc2)C(=O)N1c1ccccc1 (stereo unspecified)	0.9%	-24%	-2%	-11%	2%
O=C(Nc1ccccc1Oc1ccccc1)c1cc([N+](=O)[O-])ccc1Cl	0.1%	1%	7%	-4%	15%
Cc1ccc(N2CC(C(=O)Nc3cccc(F)c3)CC2=O)cc1 (stereo unspecified)	0.8%	-1%	4%	-3%	5%
COc1ccc(CC(=O)OCC(=O)Nc2ccc(OC(F)F)cc2)cc1OC	2.9%	-2%	1%	/	24%
CCC(=O)Nc1ccc(-c2csc(NNC(C)=O)n2)cc1	i	4%	1%	-1%	0%
CN(C(=O)c1ccccc1F)C(c1ccccc1)c1ccccc1	0.7%	-9%	-1%	-4%	40%
CC(C)c1ccc(NC2CCCN(C(=O)CC3CCCC3)C2)cc1 (stereo unspecified)	0.5%	15%	20%	-13%	65%
CCOC(=O)N1CCN(C(=O)CSc2nc3nc(C)cc(C)n3n2)CC1	i	3%	-1%	/	4%
COc1ccc(C2NC(=O)C(=O)/C2=C(\O)c2ccc(Cl)cc2)cc1OC (stereo unspecified)	0.3%	-28%	1%	-3%	-9%
CCc1ccc(N2CC(C(=O)OCc3nc4ccsc4c(=O)[nH]3)CC2=O)cc1 (stereo unspecified)	0.3%	7%	-7%	/	-25%

Entries listed so far that have a cyano group, in the order listed:
SMILES	inhibitors of VEEV	H1N1 NS1A inhibition	M. tuberculosis HTS	Salmonella PhoP GFP	M. tuberculosis	others
N#CC1=C(N)OC(c2ccccc2)=C(C#N)C1c1ccc2c(c1)OCO2 (stereo unspecified)	i	-11%	-1%	7%	70%
N#C/C(C(N)=O)=C1/SC(Cc2ccc(F)cc2)C(=O)N1c1ccccc1 (stereo unspecified)	0.9%	-24%	-2%	-11%	2%

Other compounds follow.
SMILES	inhibitors of VEEV	H1N1 NS1A inhibition	M. tuberculosis HTS	Salmonella PhoP GFP	M. tuberculosis	others
COc1ccc(/C=N/N(c2ccccc2)c2ccccc2)cc1O	2.1%	-2%	8%	-7%	2%
Cn1c(Cc2cccs2)nnc1SC/C=C/c1ccccc1	2.2%	-5%	-9%	5%	50%
CC(NC(=O)/C=C/c1ccccc1[N+](=O)[O-])C1CC2CCC1C2 (stereo unspecified)	0.5%	5%	-15%	4%	-16%
O=C(CC1SC(N2CCCC2)=NC1=O)Nc1ccc(C(=O)N2CCCC(C(F)(F)F)C2)cc1 (stereo unspecified)	3.0%	1%	5%	8%	-15%
COc1ccc(-n2nc(C(=O)NCC(=O)Nc3cc(OC)c(OC)c(OC)c3)c3ccccc3c2=O)cc1OC	?	-22%	-1%	-1%	-5%
CCOC(=O)c1nnn(-c2nonc2N)c1-c1ccc(OC)cc1	4.1%	4%	9%	-4%	3%
COc1ccc(C)cc1Nc1n[n+](C)c(-c2ccc(O)cc2O)s1	0.1%	1%	-6%	-2%	16%
COc1ccc(N=CC2=C(O)CC(C)(C)CC2=O)cc1	1.1%	1%	?	3%	6%
Cc1c(OCC(=O)NCCCn2ccnc2)ccc2c3c(c(=O)oc12)CCC3	1.2%	5%	2%	2%	2%
COc1ccc(N(C)S(=O)(=O)c2cccc3cccnc23)c(OC)c1	i	14%	2%	-4%	8%
CCOCCCNC(=S)N(Cc1ccco1)Cc1cc2cc3c(cc2[nH]c1=O)OCCO3	8.0%	-14%	-7%	-2%	52%
O=C(c1ccc(F)cc1)C1CCN(C(=O)NC2CCCCC2)CC1	5.3%	-1%	-8%	-3%	14%
O=C(Nc1ccccc1C(=O)O)/C(=C/c1ccc([N+](=O)[O-])cc1)NC(=O)c1ccc(Br)o1	1.5%	-1%	19%	-35%	?
Cc1cccc(Sc2c(C=O)c3ccccc3n2C)c1	i	-4%	10%	2%	31%	inhibitors of VEEV 10K pilot screen=0.0
O=C(CCCC1=NS(=O)(=O)c2ccccc2N1)NCCc1ccc(Cl)cc1	i	-40%	-4%	-5%	8%
O=C(COC(=O)C12CC3CC(CC(C3)C1)C2)NC12CC3CC(CC(C3)C1)C2	0.5%	11%	-4%	-12%	/
CN(C)/C=C(\C#N)C(=O)Nc1ccc(F)c(Cl)c1	0.7%	-1%	5%	1%	7%
CCOc1ccc(S(=O)(=O)Nc2ccc(C(=O)N3CCCC3)cc2)cc1C(N)=O	2.5%	3%	4%	-31%	-2%
